PRC2 inh: EZH2 (human) methyltransferase inhibition | Q15910 | PRC2 H3K27 methylation, DELFIA TRF, 1 h | inhibition, % at 12.5 µM | 0.35% of 57,000 active | AID 651548;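 active = mean inhibition of replicates at least 50% and every single replicate also reaching 50%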;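 also: dimethyl H3K27 on biotinylated H3 21-44 peptide detected by antibody; plate controls were median neutral control wells for no effect and median positive control wells for full effect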
Target sequence (Q15910 whole entry, looked up): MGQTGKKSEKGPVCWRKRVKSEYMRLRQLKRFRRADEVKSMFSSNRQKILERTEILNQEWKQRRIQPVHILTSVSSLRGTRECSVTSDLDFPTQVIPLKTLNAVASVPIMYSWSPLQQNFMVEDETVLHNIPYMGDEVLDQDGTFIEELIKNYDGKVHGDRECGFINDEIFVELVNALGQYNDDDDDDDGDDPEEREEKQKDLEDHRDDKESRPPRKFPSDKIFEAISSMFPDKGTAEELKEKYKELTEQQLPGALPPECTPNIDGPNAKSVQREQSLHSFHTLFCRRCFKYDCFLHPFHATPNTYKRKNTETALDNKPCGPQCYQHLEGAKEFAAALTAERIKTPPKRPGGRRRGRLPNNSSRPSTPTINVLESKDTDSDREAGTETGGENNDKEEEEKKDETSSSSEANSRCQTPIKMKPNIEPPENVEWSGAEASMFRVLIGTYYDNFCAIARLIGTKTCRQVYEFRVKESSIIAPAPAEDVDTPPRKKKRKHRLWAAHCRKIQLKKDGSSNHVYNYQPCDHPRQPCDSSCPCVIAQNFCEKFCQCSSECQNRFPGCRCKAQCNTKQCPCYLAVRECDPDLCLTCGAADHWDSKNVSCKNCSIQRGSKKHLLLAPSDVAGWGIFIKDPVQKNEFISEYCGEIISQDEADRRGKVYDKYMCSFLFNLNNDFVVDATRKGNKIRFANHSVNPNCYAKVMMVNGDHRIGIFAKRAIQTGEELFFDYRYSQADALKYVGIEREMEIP
IDH1 mut inh: inhibitors of human IDH1 R132H | 0.18% of 70,000 active | IDH1 R132H reductase, diaphorase/resazurin fluorescence, 60 min | inhibition, % at 10 µM; in the data active = inhibition above about 34%;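 also: 0% = DMSO and 100% = no enzyme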
The depositor's hits bear a star; / = not tested or not shown. Not all compounds are listed. The share of hits here may be higher or lower than overall.

Structure | PRC2 inh | IDH1 mut inh
CO[C@H]1O[C@H](CO)[C@@H](OC(=O)Nc2cccc(F)c2)[C@H](OC(=O)Nc2ccccc2)[C@H]1OC(=O)Nc1ccccc1 | -17.6 | /
CCCN(C)C[C@H]1OCCCC[C@H](C)Oc2ccc(NS(=O)(=O)c3cccs3)cc2C(=O)N([C@@H](C)CO)C[C@H]1C | / | 0.7
CO[C@@H]1CN(C)C(=O)c2ccc(NC(=O)Nc3ccccc3F)cc2OC[C@@H](C)N(C(=O)c2cnccn2)C[C@H]1C | 8.4 | -0.1
CNC[C@H]1Oc2ccc(NS(=O)(=O)c3ccccc3)cc2CC(=O)N([C@H](C)CO)C[C@@H]1C | -1.2 | 6.9
Cc1ccc(S(=O)(=O)Nc2ccc3c(c2)C(=O)N([C@H](C)CO)C[C@H](C)[C@H](CN(C)C(=O)Nc2c(C)noc2C)OCCCC[C@@H](C)O3)cc1 | / | 2.6
O=C(NCC[C@H]1CC[C@H](NC(=O)c2cccnc2)[C@H](CO)O1)Nc1ccc(C(F)(F)F)cc1 | -2.5 | -0.3
CN(C)CCc1c[nH]c2ccc(CS(=O)(=O)N3CCCC3)cc12 | -1.0 | 0.1
CNC[C@H]1Oc2cc(C#CCC(C)C)ccc2S(=O)(=O)N([C@H](C)CO)C[C@@H]1C | -18.1 | -1.7
CCCCOc1cc(CC2CNC(=O)N2)ccc1OC (stereo not given) | / | -0.1
CO[C@H]1CN(C)C(=O)c2cc(NC(=O)NC(C)C)ccc2OC[C@@H](C)N(C(=O)C2CCC2)C[C@H]1C | -28.6 | 0.1
C[C@@H]1CCCCO[C@H](CN(C)S(=O)(=O)c2ccc(Cl)cc2)[C@H](C)CN([C@H](C)CO)C(=O)c2cc(NS(=O)(=O)c3ccc(Cl)cc3)ccc2O1 | / | 2.3
CCCn1c(SCC(=O)N2CCOCC2)nnc1-c1ccncc1 | -10.8 | 0.1
Cc1noc(C)c1NC(=O)N(C)C[C@@H]1OCc2cnnn2CCCC(=O)N([C@H](C)CO)C[C@H]1C | / | -2.8
C[C@@H]1CN([C@H](C)CO)C(=O)Cc2cc(NC(=O)Cn3cnnn3)ccc2O[C@H]1CN(C)Cc1ccc(C(F)(F)F)cc1 | -14.0 | 0.0
COc1ccc2c(=O)cc(-c3ccccc3)oc2c1 | 5.8 | -0.2
COc1ccc([N+](=O)[O-])cc1NC(=O)CN(c1ccc(Br)c(C)c1)S(C)(=O)=O | 6.3 | 0.4
C[C@@H]1CN([C@H](C)CO)S(=O)(=O)c2ccc(C#Cc3ccncc3)cc2O[C@H]1CN(C)C(=O)C1CC1 | 6.7 | /
C[C@H](CO)N1C[C@H](C)[C@H](CN(C)CC2CC2)Oc2cc(-c3ccccc3F)ccc2S1(=O)=O | -12.6 | -1.9
CC(C)NC(=O)Nc1ccc2c(c1)CC(=O)N([C@H](C)CO)C[C@@H](C)[C@@H](CN(C)Cc1ccccc1)O2 | -3.5 | 1.0
CO[C@@H](CN(C)C(=O)C1CCOCC1)[C@@H](C)CN(C(=O)Nc1ccc(C(F)(F)F)cc1)[C@@H](C)CO | 3.3 | 0.2

Part of the list above in order of molecular weight, highest first.
Structure | PRC2 inh | IDH1 mut inh
C[C@@H]1CN([C@H](C)CO)S(=O)(=O)c2ccc(C#Cc3ccncc3)cc2O[C@H]1CN(C)C(=O)C1CC1 | 6.7 | /
CC(C)NC(=O)Nc1ccc2c(c1)CC(=O)N([C@H](C)CO)C[C@@H](C)[C@@H](CN(C)Cc1ccccc1)O2 | -3.5 | 1.0
C[C@H](CO)N1C[C@H](C)[C@H](CN(C)CC2CC2)Oc2cc(-c3ccccc3F)ccc2S1(=O)=O | -12.6 | -1.9

Back to the main list; the 2 compounds before the break are reprinted first.
Structure | PRC2 inh | IDH1 mut inh
CC(C)NC(=O)Nc1ccc2c(c1)CC(=O)N([C@H](C)CO)C[C@@H](C)[C@@H](CN(C)Cc1ccccc1)O2 | -3.5 | 1.0
CO[C@@H](CN(C)C(=O)C1CCOCC1)[C@@H](C)CN(C(=O)Nc1ccc(C(F)(F)F)cc1)[C@@H](C)CO | 3.3 | 0.2
COCC#Cc1ccc2c(c1)O[C@@H](CN(C)C(C)=O)[C@@H](C)CN([C@H](C)CO)S2(=O)=O | 9.4 | 0.0
COc1ccc(CN(C)C[C@H]2OCCCC[C@@H](C)Oc3ccc(NC(=O)NC(C)C)cc3C(=O)N([C@@H](C)CO)C[C@@H]2C)cc1 | -10.8 | /
C[C@@H]1CN([C@@H](C)CO)C(=O)CCCn2nncc2CO[C@@H]1CN(C)Cc1ccc(Oc2ccccc2)cc1 | -1.6 | -2.5
CO[C@@H]1CN(C)C(=O)c2ccc(NS(=O)(=O)c3ccccc3)cc2OC[C@@H](C)N(Cc2ccccn2)C[C@H]1C | 7.2 | 0.2
C[C@@H]1CN([C@@H](C)CO)C(=O)Cc2cc(NC(=O)Nc3ccc(C(F)(F)F)cc3)ccc2O[C@@H]1CN(C)C(=O)Nc1ccc(F)cc1 | / | 0.9
C[C@@H]1CN([C@H](C)CO)S(=O)(=O)c2ccc(-c3ccncc3)cc2O[C@H]1CN(C)C(=O)C1CC1 | 1.1 | /
C[C@H]1CN([C@@H](C)CO)C(=O)CCCn2cc(nn2)CO[C@H]1CN(C)Cc1cccc(O)c1 | -1.0 | 3.6
C[C@H](CO)N1C[C@H](C)[C@H](CN(C)Cc2cccc(F)c2)Oc2cc(-c3cccc(C#N)c3)ccc2S1(=O)=O | -4.7 | -1.0
COCC(=O)Nc1ccc2c(c1)C(=O)N(C)C[C@@H](OC)[C@H](C)CN(C(=O)Cc1ccccn1)[C@@H](C)CO2 | -1.5 | 0.2
O=C(N[C@H]1C=C[C@H](CC(=O)N2CCc3ccccc3C2)O[C@@H]1CO)C1CCC1 | -2.5 | 0.1
Cc1ccc(S(=O)(=O)N(C)C[C@@H]2Oc3ccc(NS(=O)(=O)c4c(C)noc4C)cc3CC(=O)N([C@H](C)CO)C[C@H]2C)cc1 | / | -1.8
CN(C)CC(=O)Nc1ccc2c(c1)[C@H]1C[C@@H](CC(=O)NCc3ccccc3)O[C@H](CO)[C@H]1O2 | -7.1 | 0.1
CC12CC34CC(O)C5C(CO)(CO)CC(=O)CC5(C)C3CC1C2C4 (stereo not given) | / | -0.4
CN1CCN(C(CC(=O)Nc2cccc(O)c2)C(=O)O)CC1 (stereo not given) | -4.2 | -0.3
COc1ccc2nc(SCC(=O)NC3CCCCC3)[nH]c2c1 | 23.0 | 0.4
CCCC#Cc1cnc2c(c1)C(=O)N([C@@H](C)CO)C[C@H](C)[C@H](CN(C)C(=O)Nc1ccc(OC)cc1)O2 | / | -3.6
O=C(N[C@H]1CC[C@@H](CCn2cc(Cc3ccccc3)nn2)O[C@@H]1CO)c1cnccn1 | -0.2 | 0.1
COCC#Cc1ccc2c(c1)O[C@@H](CN(C)CC1CCCCC1)[C@H](C)CN([C@@H](C)CO)S2(=O)=O | 5.3 | 0.1
COc1ccc(S(=O)(=O)Nc2ccc3c(c2)CC(=O)N([C@@H](C)CO)C[C@@H](C)[C@H](CN(C)S(=O)(=O)c2cccs2)O3)cc1 | / | -1.8
C[C@@H]1CN([C@@H](C)CO)C(=O)c2cc(C#C[C@@H](C)O)cnc2O[C@H]1CN(C)C(=O)c1ccc(F)cc1 | -5.7 | /

Structure | PRC2 inh | IDH1 mut inh
CCOC(=O)C1CCCCN1Cc1cc(OC)ccc1OC (stereo not given) | -1.2 | -0.1
Cc1cc(Br)cc(C)c1OCC(=O)Nc1sc(C)c(C)c1C(N)=O | / | 0.1
O=C(C[C@H]1C[C@@H]2c3cc(NC(=O)c4cccnc4)ccc3O[C@@H]2[C@H](CO)O1)NCc1ccccn1 | 7.6 | -0.4
O=C(CN1C(=O)c2ccccc2S1(=O)=O)Nc1ccccc1-c1ccccc1 | 0.8 | 0.4
C[C@@H]1CN([C@H](C)CO)C(=O)Cc2cc(NC(=O)Nc3ccccc3)ccc2O[C@@H]1CN(C)Cc1ccc(C(F)(F)F)cc1 | / | 0.8
C[C@H]1CN([C@@H](C)CO)C(=O)c2cc(-c3ccc(C(=O)N(C)C)cc3)cnc2O[C@@H]1CN(C)Cc1ccc(C(=O)O)cc1 | / | -0.5
O=C(Nc1cc(F)ccc1F)N[C@@H]1CC[C@@H](CCn2cc(C3CC3)nn2)O[C@@H]1CO | 8.7 | 0.1
Cc1ccc(NC(=O)CSc2ncnc3sc(C)c(C)c23)cc1 | 11.2 | -0.1
C/C=C/c1ccc2c(c1)O[C@H](CN(C)C(=O)Nc1ccc(C(F)(F)F)cc1)[C@H](C)CN([C@H](C)CO)S2(=O)=O | -29.3 | -3.3
CS(=O)(=O)N(CC(=O)O)c1ccc(F)c(Cl)c1 | -8.3 | -0.1
Cc1nonc1OCCNc1cc(N2CCOCC2)ccc1[N+](=O)[O-] | 1.4 | 0.5
CS(=O)(=O)Nc1ccc2c(c1)[C@H]1C[C@H](CC(=O)N3CCCCC3)O[C@@H](CO)[C@H]1O2 | 1.6 | -0.1
O=C(C[C@@H]1CC[C@@H](NC(=O)c2cccc(F)c2)[C@@H](CO)O1)Nc1nccs1 | 2.1 | 0.0
COc1cccc(-c2ccc3c(c2)O[C@@H](CN(C)C(C)=O)[C@H](C)CN([C@H](C)CO)S3(=O)=O)c1 | -10.0 | -0.4
O=C(Nc1ccc(F)cc1)N[C@@H]1CC[C@@H](CC(=O)N2CCOCC2)O[C@@H]1CO | -1.0 | 0.3
O=S(=O)(NCC[C@H]1CC[C@H](NS(=O)(=O)c2cccc(Cl)c2)[C@H](CO)O1)c1cccc(F)c1 | -9.1 | -0.6
CC(C)CC(NC(=O)OCC1c2ccccc2-c2ccccc21)C(=O)O (stereo not given) | 5.5 | -4.0
CC(C)NC(=O)N(C)C[C@H]1Oc2cc(C3=CCCCC3)ccc2S(=O)(=O)N([C@H](C)CO)C[C@H]1C | 10.6 | /
C[C@H]1CN([C@@H](C)CO)C(=O)c2cc(NC(=O)NC3CCCCC3)ccc2O[C@@H]1CN(C)C(=O)Nc1ccc(C(F)(F)F)cc1 | -12.3 | 0.1
CC(C)NC(=O)N[C@@H]1CC[C@H](CCn2cc(-c3ccccc3)nn2)O[C@H]1CO | 6.8 | -0.1

Structure | PRC2 inh | IDH1 mut inh
O=C(CSc1nc(N2CCCCC2)nc(N2CCCCC2)n1)c1ccccc1 | / | 1.5
C[C@H](CO)N1C[C@H](C)[C@H](CN(C)Cc2cncnc2)Oc2cc(-c3cccnc3)ccc2S1(=O)=O | 0.9 | /
C[C@@H]1CN([C@H](C)CO)C(=O)CCCn2nncc2CO[C@@H]1CN(C)C(=O)Nc1cccc(C(F)(F)F)c1 | / | -3.4
COc1cc2c(cc1OC)CN(C(=O)[C@H]1[C@@H]3C(=O)O[C@@H](c4ccccc4)[C@@H](c4ccccc4)N3[C@@H](c3ccc(OCCO)cc3)[C@]13C(=O)Nc1ccc(C#CC4(O)CCCCCC4)cc13)CC2 | -22.0 | /
C[C@@H]1CCCCO[C@@H](CN(C)Cc2ccncc2)[C@H](C)CN([C@H](C)CO)C(=O)c2cc(NC(=O)Nc3ccccc3)ccc2O1 | -29.9 | 5.3
CCCC#Cc1cnc2c(c1)C(=O)N([C@@H](C)CO)C[C@H](C)[C@H](CN(C)C(=O)C1CCOCC1)O2 | 0.8 | /
C[C@H]1CN([C@@H](C)CO)C(=O)Cc2cc(NC(=O)Nc3cccc4ccccc34)ccc2O[C@@H]1CN(C)Cc1ccccc1 | -12.3 | /
C[C@@H]1CN([C@H](C)CO)C(=O)c2ccccc2-c2ccccc2CO[C@H]1CN(C)C(=O)Nc1ccc(F)cc1 | 14.0 | /
CC(C)CC#Cc1ccc2c(c1)O[C@@H](CN(C)CC1CCOCC1)[C@@H](C)CN([C@H](C)CO)S2(=O)=O | 5.1 | /
CO[C@H](CN(C)C(=O)C1CCOCC1)[C@@H](C)CN(C(=O)Nc1ccc(C(F)(F)F)cc1)[C@H](C)CO | 11.1 | 0.2
COc1ccc(C)cc1NC(=O)CSc1nnc(-c2ccc(Br)cc2)o1 | 27.6 | 0.5
Cc1noc(C)c1NC(=O)N(C)C[C@@H]1Oc2c(NC(=O)Nc3ccc(C(F)(F)F)cc3)cccc2C(=O)N([C@@H](C)CO)C[C@@H]1C | / | 0.1
NCCCCCCNC(=O)[C@@H]1C[C@@H]2C(=O)NCC(=O)N2[C@@H]1c1ccc(O)cc1 | -0.4 | /
Cc1noc(C)c1C(=O)N(C)C[C@H]1OCc2ccccc2-c2ccccc2C(=O)N([C@H](C)CO)C[C@@H]1C | 4.2 | 0.6
COC(=O)c1ccccc1NC(=O)C(C)NS(=O)(=O)c1ccc(Cl)cc1 (stereo not given) | -1.2 | -0.1
Cc1ccc(S(=O)(=O)N(C)C[C@H]2Oc3ccc(NC(=O)NC(C)C)cc3CC(=O)N([C@H](C)CO)C[C@H]2C)cc1 | -0.7 | 0.3
C[C@H]1CCCCO[C@H](CN(C)S(=O)(=O)c2ccccc2)[C@@H](C)CN([C@@H](C)CO)C(=O)c2cc(NC(=O)Nc3ccc4c(c3)OCO4)ccc2O1 | / | 0.2
CO[C@@H]1CN(C)C(=O)c2cc(NC(=O)C3CCOCC3)ccc2OC[C@@H](C)N(CC2CC2)C[C@H]1C | 1.2 | -0.1
Cc1noc(C)c1S(=O)(=O)Nc1cccc2c1O[C@@H](CN(C)Cc1ccc(Oc3ccccc3)cc1)[C@@H](C)CN([C@H](C)CO)C2=O | / | -1.0
Cc1noc(C)c1NC(=O)Nc1ccc2c(c1)C(=O)N([C@H](C)CO)C[C@H](C)[C@H](CN(C)S(C)(=O)=O)O2 | / | 0.1
C[C@H](CO)N1C[C@H](C)[C@H](CN(C)S(=O)(=O)c2cccs2)Oc2c(NC(=O)Nc3ccc(C(F)(F)F)cc3)cccc2C1=O | / | 0.3

From PubChem
